# From PubChem BioAssay
# TRHR enhancer: TRH receptor (human) allosteric enhancement; 360,000 compounds, 0.66% hits; enhancement, % at 2 µM; AID 493056; P34981; TRHR cells, fluo-8 calcium fluorescence, EC20 TRH enhancement; in the data active means enhancement above about 30%; further: 0% is about no effect
# Target sequence (P34981 whole entry, looked up): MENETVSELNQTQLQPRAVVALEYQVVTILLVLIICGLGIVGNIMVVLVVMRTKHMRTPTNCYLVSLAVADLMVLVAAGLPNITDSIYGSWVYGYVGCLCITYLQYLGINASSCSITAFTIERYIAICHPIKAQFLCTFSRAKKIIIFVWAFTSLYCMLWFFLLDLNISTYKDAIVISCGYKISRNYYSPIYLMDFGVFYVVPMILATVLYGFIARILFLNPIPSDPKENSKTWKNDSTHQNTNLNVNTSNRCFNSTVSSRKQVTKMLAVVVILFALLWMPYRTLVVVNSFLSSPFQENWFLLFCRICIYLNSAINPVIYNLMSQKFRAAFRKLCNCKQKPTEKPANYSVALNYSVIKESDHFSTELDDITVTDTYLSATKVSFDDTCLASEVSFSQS
#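 Enhancer read-out: after compound pinning and an initial kinetic agonist-mode read, an EC20 of TRH (10 nM final) was injected and fluo-8 calcium signal (Ex 480/Em 530) followed at 1 s/cycle for 100 cycles in TRHR-expressing cells.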
# D1 potentiator: human D1 dopamine receptor positive modulation. P21728. HEK293 TREx D1 cells, calcium flux, dopamine EC20 potentiation. potentiation, % at 10 µM. 360,000 compounds, 0.036% hits; in the data active means potentiation above about 30%; further: 0% is about no effect
# Target sequence (P21728 whole entry, looked up): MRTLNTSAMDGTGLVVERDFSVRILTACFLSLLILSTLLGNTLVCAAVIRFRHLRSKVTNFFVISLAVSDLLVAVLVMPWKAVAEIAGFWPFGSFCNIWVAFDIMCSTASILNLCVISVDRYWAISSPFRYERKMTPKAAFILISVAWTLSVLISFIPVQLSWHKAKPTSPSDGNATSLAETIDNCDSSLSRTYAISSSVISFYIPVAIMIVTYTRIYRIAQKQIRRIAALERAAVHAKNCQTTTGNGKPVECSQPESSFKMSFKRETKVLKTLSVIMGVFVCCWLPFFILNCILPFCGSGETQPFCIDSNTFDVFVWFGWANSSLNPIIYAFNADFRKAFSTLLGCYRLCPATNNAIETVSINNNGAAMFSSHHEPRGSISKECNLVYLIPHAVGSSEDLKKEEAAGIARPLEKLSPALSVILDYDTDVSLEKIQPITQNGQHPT
# TRHR agonist: agonists of human TRH receptor; 360,000 compounds, 0.18% hits; activation, % at 2 µM; TRHR cells, calcium flux fluo-8, FDSS agonist mode; P34981; in the data active means activation above about 30%; further: 0% is about no effect
#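 Steps: seed TRHR cells overnight; add fluo-8 no-wash Ca dye, RT 30 min–1.5 h; record 10 s baseline; pin-transfer compounds; monitor fluorescence 1 cycle/s for the agonist window. Calcium increases flag candidate agonists.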
# D1 ag: activates the human D1 dopamine receptor | AID 504660 | 360,000 compounds, 1% hits | activation, % at 2 µM | HEK293 T-REx D1 cells, calcium flux, agonist mode; in the data active means activation above about 30%; further: 0% is about no effect
#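 Tetracycline-induced HEK293 TREx D1 cells, force-coupled to calcium signalling, were dye-loaded with a no-wash calcium kit. Compound was pin-added after a 10 s baseline. Fluorescence was read kinetically at 1 cycle/s for 180 s, with calcium rises flagged as agonism.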
# Anesthetic bind: candidate novel general anesthetic via apoferritin binding; Potency, µM (doses to about 77.5 µM), without a hit: at the top dose activity change, negative = displacement, hits mostly inhibitors; apoferritin/1-aminoanthracene competitive binding, fluorescence; 350,000 compounds, 0.074% hits; P02791; further: potency means the concentration at half of the fitted maximal effect; on the % scale 0 is the no-effect control and ±100 the full control effect; nearly all actives have a fitted effect of over 20% in size
#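 10 uM apoferritin + 50% sat. 1-AMA, PBS; cpd 10 min RT; Ex380/Em535 endpoint; normalized to free probe vs complex; 4-param Hill fit; propofol titration as pos. ctrl.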
# D2 potentiator: positively modulates the human D2 dopamine receptor allosterically. P14416. HEK293 T-REx D2, calcium flux, EC20 dopamine potentiation. potentiation, % at 10 µM. 340,000 compounds, 0.34% hits;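 active means potentiation over 3 SD above the plate norm, cut at about 30% in these data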; further: 0% is about no effect
#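 Potentiation of an EC20 dopamine calcium response is measured in a force-coupled, tetracycline-inducible Hek293 Trex D2 line. Compound-only kinetic reads over 180 s flag agonists before dopamine addition.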
# D1 antag: human D1 dopamine receptor antagonism; P21728; HEK293 TREx D1 cells, calcium flux, dopamine EC80; hits give low values; activity change, negative = inhibition, % at 10 µM; 360,000 compounds, 3.2% hits; AID 504652; in the data active means activity change below about -30%; further: on the % scale 0 is the no-effect control and ±100 the full control effect
#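 Calcium flux readout: force-coupled, inducible Hek293 Trex D1 line, cells induced overnight at 30 C with tetracycline, dye-loaded 30–90 min at RT. Antagonism scored against EC80 dopamine challenge given 180 s after compound.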
# RXFP1 ag: RXFP1 (human) receptor agonism | HEK293T-RXFP1 cAMP TR-FRET, 30 min; response scale: percent of porcine relaxin response, buffer zero | 370,000 compounds, 0.3% hits | Potency, µM (titrated, usually from 57.5 µM), for the others: at the highest dose activation, hits mostly activators | Q9HBX9; further: potency means the concentration at half of the fitted maximal effect; on the % scale 0 is the no-effect control and ±100 the full control effect; nearly all actives have a fitted effect of over 60% in size; many of its hits are not listed in these tables
#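 cAMP rise read by TR-FRET after 30 min, 37C compound exposure (up to 58 uM) in RXFP1-transfected HEK293 cells with Ro 20174 present. EC50 from Hill-equation fits, with 29 nM porcine relaxin as 100% and buffer as basal.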
# RXFP1 antag: antagonists of human relaxin receptor RXFP1; Q9HBX9; HEK293-RXFP1, relaxin-stimulated cAMP HTRF, 30 min; hits give low values; activity change, negative = inhibition, % at 57.5 µM; 350,000 compounds, 0.59% hits; AID 1259400;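 active means activity change of -60% or lower, but not beyond a set lower limit; inconclusive means change between -60% and -40%, or beyond the set limit; inactive means change above -40%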; further: on the % scale 0 is the no-effect control and ±100 the full control effect
# Starred values were filed as active, the others as inactive; ? = inconclusive; · = no result given; & = joins results of further samples; [ ] = dose if it differs, or a comment. Unless noted, the call rests on the fitted dose curve; in most records, active means well fitted curve in the direction sought with a large enough effect; inconclusive means small, poorly fitted or top-dose-only effect, or another doubt; inactive means no such curve, though single readings can be large; an effect the other way counts as inactive or inconclusive. These rows are one share of the data (hit frequency here may not be typical).
SMILES,TRHR enhancer,D1 potentiator,TRHR agonist,D1 ag,Anesthetic bind,D2 potentiator,D1 antag,RXFP1 ag,RXFP1 antag
COc1ccc(C2CC(c3cccc(OC)c3)n3nc(N)nc3N2)cc1 (stereo not drawn),0.5,-1.1,-0.4,2.3,2.1%,-3.6,-5.3,0.8%,·
CCC(=O)N1CCc2cc(Br)cc(S(=O)(=O)CCC(=O)Nc3ccccc3C)c21,11.2,0.8,-0.5,0.5,-6.5%,2.1,0.8,-0.9%,-9.5
O=C(Nc1c(O)c2ccccc2oc1=O)c1cccc(F)c1,-2.3,4.0,0.5,1.1,2.0%,-4.8,-1.9,7.7%,-3.3
COc1ccc(/C(N)=N/OC(=O)CCCc2ccccc2)cc1,-0.8,-5.0,0.3,3.8,0.2%,1.3,-50.3*,-0.3%,1.4
COc1ccc(NC(=O)Nc2ccc(C)cc2OC(F)F)cc1OC,-5.4,-5.5,-1.0,5.5,-11.7%,-8.9,-23.5,0.9%,4.9
CCOc1c(Cl)cc(C(=O)Nc2ccccc2-c2ccccc2)cc1Cl,-6.7,-2.2,2.3,7.1,-14.6%,-9.2,3.9,-0.2%,·
CCc1cc2c(=O)c(-c3nc4ccccc4n3C)c(C)oc2cc1OC(C)=O,20.1,-0.8,0.0,1.8,3.0%,12.1,11.3,2.5%,·
Cc1ccc(Cl)cc1NC(=O)Cn1c(=O)cc(C)c2c(C)nn(C)c21,1.9,-5.7,-0.1,12.7,-8.3%,3.4,-9.9,9.7%,·
Cn1cnc(S(=O)(=O)Nc2ccc(OC(F)(F)F)cc2)c1,-4.2,-6.0,-0.8,-0.5,-6.3%,7.5,-7.8,3.4%,7.8
O=C(CN1CCN(S(=O)(=O)c2ccccc2)CC1)NC1CC1,6.4,2.1,1.3,0.7,-2.9%,-10.1,4.2,-1.5%,-5.4
COc1ccc(-c2ncc3ccccn23)cc1OC,-5.9,-0.9,0.0,2.2,-11.5%,2.6,3.6,2.8%,-14.6
Cc1ccc(/C=N/NC(=O)c2sccc2OCc2ccc(F)cc2)cc1,7.4,-2.1,0.1,7.9,-1.2%,3.0,-13.4,-0.7%,16.2
COC(=O)NCCOc1cc(C)ccc1C,24.2,2.9,0.4,0.0,-9.0%,-2.6,9.7,0.1%,6.0
CCn1c2ccccc2c2cc(NC(=O)COc3ccccc3OC)ccc21,-1.4,13.2,-0.3,2.5,50.8%[activator],7.9,-10.8,0.8%,-3.5
O=C(COC(=O)c1cccs1)c1ccc2c(c1)OCCO2,-0.5,-2.0,-0.5,29.6,?,16.5,-9.6,2.7%,5.6
COc1ccc(NC(=O)C(OC(=O)c2cnc(C)cn2)c2ccccc2)cc1Cl (stereo not drawn),-0.4,1.2,-0.3,2.3,·,-7.3,24.7,0.2%,-16.3
O=C(COC(=O)CNC(=O)C1CCCCC1)Nc1ccc(Cl)cc1F,4.8,-2.1,-1.0,1.2,?,-4.1,-12.0,2.0%,-9.1
O=C(N/N=C/c1ccc([N+](=O)[O-])cc1)C(=O)N1CCCC1,-4.4,-1.9,0.6,3.1,-8.0%,·,2.6,0.6%,2.2
CC(C)NS(=O)(=O)c1ccc(NC(=O)NC2CCCCC2)cc1,-0.2,-0.9,2.4,4.2,-14.2%,4.7,5.2,-1.4%,·
COc1ccc(/C=N/Nc2ccc(C(=O)O)cc2)cc1OC,-11.1,0.1,0.1,0.9,-8.8%,7.5,-23.2,-3.4%,-12.4
COc1ccc(Br)cc1CN1CCN(C(=O)c2cccc(F)c2)CC1,-8.6,-2.5,-0.7,4.7,2.6%,7.5,-2.5,4.7%,2.4
COc1ccc(CNC(=O)c2cnn(-c3ccc(C)cc3)c2-n2cccc2)cc1OC,3.0,-8.6,-0.9,2.7,7.7%,5.6,-20.9,-0.6%,-4.5
Cc1cc(NC(=O)CSc2nnc(-c3ccc(S(=O)(=O)N4CCCC4)cc3)n2C)no1,-4.6,-6.2,0.1,-0.3,-10.0%,4.6,0.6,1.3%,-10.1
Cc1cc(OCC(=O)NC(Cc2ccc(Cl)cc2)C(=O)O)c2c(C)c(C)c(=O)oc2c1 (stereo not drawn),4.3,1.8,0.2,1.1,-10.1%,7.6,-0.8,-1.4%,·
O=C(Nc1ccc2c(c1)OCO2)C1Cc2ccccc2CN1S(=O)(=O)c1cccs1 (stereo not drawn),-7.3,-9.5,-0.1,-0.4,-9.4%,-4.6,-5.6,-0.4%,2.7

# Reformatted with two lines to a compound: part of the list above.
# Value order – TRHR enhancer	D1 potentiator	TRHR agonist	D1 ag	Anesthetic bind	D2 potentiator	D1 antag	RXFP1 ag	RXFP1 antag
COc1ccc(NC(=O)Nc2ccc(C)cc2OC(F)F)cc1OC
 : -5.4	-5.5	-1.0	5.5	-11.7%	-8.9	-23.5	0.9%	4.9
COc1ccc(/C(N)=N/OC(=O)CCCc2ccccc2)cc1
 : -0.8	-5.0	0.3	3.8	0.2%	1.3	-50.3*	-0.3%	1.4
O=C(Nc1c(O)c2ccccc2oc1=O)c1cccc(F)c1
 : -2.3	4.0	0.5	1.1	2.0%	-4.8	-1.9	7.7%	-3.3

# Other entries:
SMILES,TRHR enhancer,D1 potentiator,TRHR agonist,D1 ag,Anesthetic bind,D2 potentiator,D1 antag,RXFP1 ag,RXFP1 antag
N#CC(c1ccc(Cl)cc1)c1cccc(Cl)n1 (stereo not drawn),-2.9,4.1,0.3,1.5,?,6.4,-7.8,1.8%,-1.4
CCCc1nc2oc3c(NCCN(C)C)ncnc3c2c2c1CCCC2,5.7,-3.3,-0.3,3.1,?,-1.4,-11.8,1.9%,4.2
COc1ccc(C(=O)NCC(=O)N2CCC(C)CC2)cc1OC,12.1,-1.1,1.0,1.5,-5.6%,1.5,-11.1,-0.7%,6.7
O=C(NC(=S)Nc1ccc(S(=O)(=O)Nc2nccs2)cc1)c1cccc(F)c1,2.3,-3.5,0.4,-0.5,-0.8%,2.9,3.4,2.8%,-6.1
COc1ccc(Nc2nc(N3CCCC3)nc(N3CCCC3)n2)c(OC)c1,-11.3,3.0,0.1,-1.3,-5.5%,-7.5,-4.1,0.5%,-15.7
COc1ccccc1NS(=O)(=O)c1ccc2oc(SCc3ccc(C#N)cc3)nc2c1,-0.8,-5.5,0.1,7.6,3.0%,4.4,1.3,-0.5%,4.2
Cc1ccc(C(=O)C2CCN(C(=S)NCCCOC(C)C)CC2)cc1,5.1,-8.9,-1.0,2.6,?,6.7,4.4,-0.2%,4.1
Cc1ccc(NS(=O)(=O)c2cc(-c3cc(C)no3)ccc2C(C)C)nc1,-3.1,-1.9,-0.4,-0.4,-18.0%,-4.6,-1.9,-0.3%,-7.0
O=C(Cn1cc2c(n1)CCCCC2)NCc1ccccn1,-8.5,·,0.1,0.1,-8.4%,21.9,4.5,0.3%,1.8
CC(c1ccon1)N(C)C(=O)CCc1nnc(CCCCc2ccccc2)o1 (stereo not drawn),-5.1,5.0,-0.9,0.7,?,1.7,3.7,-0.1%,0.0
COc1ccccc1Nc1cc(C(=O)NCCCN(C)C2CCCCC2)c2ccccc2n1,10.9,20.5,5.1,182.7*,49.8%[activator],20.0,-69.1*,-0.9%,-28.7
NC(=O)C(CCC(=O)c1ccc(Br)cc1)S(=O)(=O)c1ccccc1 (stereo not drawn),-7.9,14.8,1.1,2.7,-8.3%,0.6,3.2,0.3%,-7.7
CCC(O)(C(=O)Nc1ccccc1C(F)(F)F)c1ccccc1OC (stereo not drawn),1.4,-1.5,-0.1,0.8,·,12.1,-4.6,0.1%,·
Cc1ccc(S(=O)(=O)c2cc3c(=O)n4ccccc4nc3n(CCc3ccccc3)c2=N)cc1,15.2,-0.7,-0.7,2.2,4.8%,-7.7,1.4,2.2%,5.3
O=C(O)CC(NC(=O)c1ccc2c(c1)OCO2)c1cccc([N+](=O)[O-])c1 (stereo not drawn),0.2,-3.5,0.2,2.5,-6.4%,·,-15.4,10.4%,-1.0
CCCOc1ccccc1NC(=O)c1ccc([N+](=O)[O-])cc1,-1.4,1.6,-0.5,0.6,-3.9%,·,-0.2,0.3%,-15.5
COc1cc(CO)c(OC)c([N+](=O)[O-])c1,5.7,-4.8,0.2,2.1,-9.8%&-1.4%,8.2,-0.3,2.2%,·
COc1ccc(NC(=O)CSc2nnc(-c3cccs3)n2Cc2ccco2)cc1OC,-1.6,-0.9,-1.5,1.5,-18.4%,-8.3,8.4,3.1%,8.8
Cc1cc2ncn(C(=O)c3c(-c4ccccc4)noc3C)c2cc1C,7.1,-1.2,-0.4,7.0,?,13.9,9.1,2.6%,-12.0

# Arranged by formula weight (low to high): 3 of the compounds above.
SMILES,TRHR enhancer,D1 potentiator,TRHR agonist,D1 ag,Anesthetic bind,D2 potentiator,D1 antag,RXFP1 ag,RXFP1 antag
CCOc1c(Cl)cc(C(=O)Nc2ccccc2-c2ccccc2)cc1Cl,-6.7,-2.2,2.3,7.1,-14.6%,-9.2,3.9,-0.2%,·
COc1ccc(Br)cc1CN1CCN(C(=O)c2cccc(F)c2)CC1,-8.6,-2.5,-0.7,4.7,2.6%,7.5,-2.5,4.7%,2.4
O=C(NC(=S)Nc1ccc(S(=O)(=O)Nc2nccs2)cc1)c1cccc(F)c1,2.3,-3.5,0.4,-0.5,-0.8%,2.9,3.4,2.8%,-6.1
